STAT3 activator – activators of IL-6 induced STAT3 signaling. U3A cells, IL-6 STAT3-luciferase reporter, luminescence; 100% = signal with IL-6 EC80 alone. activation (% of control), % at 5.6 µM. hit rate 0.91% among 190,000. AID 871;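 active means activation above the screen-wide mean of compound activation plus 3 SD, cut at about 130% in these data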;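 further: 0% = background luminescence of wells with medium and substrate only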
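Material: human STAT1-deficient U3A cells with stable STAT3-luciferase reporter / Probe or stimulus: IL-6 stimulus at 33 ng/mL final / Schedule: 1 h compound pre-exposure, 6 h IL-6 stimulation, 37 °C / Technique: luminescence / Read-out basis: percent of IL-6-only median luminescence / Control set: IL-6-only high control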
STAT3 blocker – reduces IL-6 driven STAT3 reporter signal; U3A cells, IL-6 STAT3-luciferase reporter, luminescence; host cell line lacks STAT1; inhibition, % at 5.5 µM; hit rate 0.89% among 190,000;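 active means inhibition above the mean inhibition across all screened compounds plus 3 SD, cut at about 44% in these data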;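 further: 0% = DMSO only wells and 100% = 100 µM nifuroxazide control wells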
TLR4 MyD88 comp – blocks binding of human TLR4 to MyD88 | O00206+Q99836 | HeLa CL3-4 TLR4/MyD88 BLA complementation, FRET ratio | inhibition, % at 8.4 µM | hit rate 0.18% among 200,000; in the data active means inhibition above about 25%;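 further: 0% = vehicle and 100% = reference inhibitor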
Target sequence (O00206 whole entry, looked up): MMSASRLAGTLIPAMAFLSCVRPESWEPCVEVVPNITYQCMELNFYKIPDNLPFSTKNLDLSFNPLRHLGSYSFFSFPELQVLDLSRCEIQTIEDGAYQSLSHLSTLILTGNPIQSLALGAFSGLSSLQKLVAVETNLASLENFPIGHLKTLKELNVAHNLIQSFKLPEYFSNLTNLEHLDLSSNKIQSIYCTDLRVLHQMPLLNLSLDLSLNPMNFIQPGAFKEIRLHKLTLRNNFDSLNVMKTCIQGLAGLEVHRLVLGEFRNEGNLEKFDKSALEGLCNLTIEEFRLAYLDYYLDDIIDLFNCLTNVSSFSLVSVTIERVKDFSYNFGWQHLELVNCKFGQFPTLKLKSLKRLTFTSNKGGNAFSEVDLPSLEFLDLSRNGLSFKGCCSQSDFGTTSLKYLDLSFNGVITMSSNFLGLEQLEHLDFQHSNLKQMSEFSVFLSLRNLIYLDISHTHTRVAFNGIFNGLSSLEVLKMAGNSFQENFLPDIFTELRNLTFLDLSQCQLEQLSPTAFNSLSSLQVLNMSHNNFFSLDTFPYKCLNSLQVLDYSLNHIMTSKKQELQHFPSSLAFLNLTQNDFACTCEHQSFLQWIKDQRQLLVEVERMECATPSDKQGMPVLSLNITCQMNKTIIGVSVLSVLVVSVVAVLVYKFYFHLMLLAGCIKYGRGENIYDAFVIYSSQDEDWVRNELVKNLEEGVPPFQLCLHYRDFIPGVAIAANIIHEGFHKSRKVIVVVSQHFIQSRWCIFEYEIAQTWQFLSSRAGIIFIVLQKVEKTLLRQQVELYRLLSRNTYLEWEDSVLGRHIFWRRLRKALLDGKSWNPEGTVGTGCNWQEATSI
Target sequence (Q99836 whole entry, looked up): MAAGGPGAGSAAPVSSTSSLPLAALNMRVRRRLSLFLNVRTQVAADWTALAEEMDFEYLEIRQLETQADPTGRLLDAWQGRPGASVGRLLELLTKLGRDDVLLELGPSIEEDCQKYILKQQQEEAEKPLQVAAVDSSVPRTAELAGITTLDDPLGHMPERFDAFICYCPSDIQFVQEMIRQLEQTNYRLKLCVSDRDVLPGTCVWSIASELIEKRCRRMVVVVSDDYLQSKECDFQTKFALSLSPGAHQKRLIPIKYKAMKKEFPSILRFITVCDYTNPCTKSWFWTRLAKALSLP
Diaph inh CS – inhibits diaphorase or chemically oxidizes, flagging diaphorase assay artifacts | inhibition, % at 20 µM | hit rate 0.69% among 190,000 | diaphorase resazurin-to-resorufin fluorescence, NADH, 16 min; bacterial (C. kluyveri) enzyme, not human;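 active means primary screen inhibition at 20 µM above a set limit, cut at about 50% in these data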;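 further: plate controls were DMSO with full reaction for no effect and wells lacking NADH for full effect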
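Assay system: diaphorase enzyme from Clostridium kluyveri; Input: enzyme working solution with 0.14 U/mL diaphorase; Timing: 16 min at room temperature; Technique: resorufin fluorescence, excitation 544 nm, emission 590 nm; Benchmarks: positive control minus NADH, DMSO neutral control.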
STAT1 blocker – STAT1 signaling inhibition | NIH 3T3 STAT1-luciferase reporter, IFN-gamma, luminescence | inhibition, % at 5.5 µM | hit rate 0.35% among 200,000;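 active means inhibition above a set limit, the mean inhibition across all tested compounds plus 3 SD, cut at about 34% in these data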;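 further: 0% = IFN-gamma with DMSO and 100% = IFN-gamma with 300 µM nifuroxazide; values of inactives mirror those of a sister screen read the other way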
Hsp70 act – transcriptional activators of Hsp70. HeLa Hsp70 promoter luciferase reporter, luminescence; scaled: vehicle 0, proteasome-inhibitor control 100%. activation, % at 10 µM. hit rate 0.04% among 200,000;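 active means activation above the mean across all tested compounds plus 3 SD, cutoff set per campaign, cut at about 5.5% in these data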;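 further: 100% = MG132 at 30 µM as the positive control and 0% = DMSO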
Diaph act CS – counter-screen for diaphorase-based assays: diaphorase activators and chemical reducers; Diaphorase/resazurin coupled assay, resorufin fluorescence, 16 min; active compounds read high; 1 = vehicle wells, 0 = NADH-free wells; activation factor at 20 µM; hit rate 0.005% among 190,000;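 active means diaphorase activity raised at least twofold by the compound at 20 µM; inactive means activation factor below 2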
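Measured by – red resorufin fluorescence at 544/590 nm excitation/emission · Test system – Clostridium kluyveri diaphorase, purified enzyme · Incubation – reaction time 16 min, room temperature · Buffer or medium – 50 mM HEPES pH 7.4 with 4.542 mM MgCl2, 0.005% Tween 20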
STAT1 activator – STAT1 signaling activation; NIH 3T3 STAT1-luciferase reporter, IFN-gamma, luminescence; 100% = IFN-gamma alone, no compound; hit rate 2.6% among 200,000; activation (% of control), % at 5.5 µM;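 active means activation above the screen-wide mean activation plus 3 SD, cut at about 130% in these data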;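 further: raw ratio to IFN-gamma control signal so 100% means no change and 0% no light; values of inactives mirror those of a sister screen read the other way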
APP 5UTR inh – APP translation inhibition; inhibition, % at 2 µM; hit rate 0.82% among 190,000; SH-SY5Y APP 5'UTR-luciferase reporter, luminescence; AID 1285;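 active means inhibition above a set limit, derived from the sample mean plus 3 SD, cut at about 45% in these data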; further: values of inactives mirror those of a sister screen read the other way
G6PDH counter – L. mesenteroides G6PDH inhibition counter-screen | inhibition, % at 5 µM | Purified L. mesenteroides G6PDH, diaphorase/resazurin coupled fluorescence, 45 min | hit rate 0.12% among 200,000; in the data active means inhibition above about 50%
The depositor's hits bear a star; · = not tested or not shown.

1. Nc1ccc(S(=O)(=O)NNC(=O)C(=O)NNc2ccccn2)cc1
2. Nc1ccc(S(=O)(=O)N2CCCc3ccccc32)cc1
3. Cc1nn(Cc2ccc(F)cc2)c(C)c1NC(=O)c1cccnc1Cl
4. O=C(COc1ccc2oc(-c3ccccc3)cc(=O)c2c1)Nc1ccccc1
5. Cc1cccc(C(=O)OCC(=O)NC(C)CCc2ccccc2)c1 (centres undefined)
6. S=C(NCc1ccc(Cl)cc1)Nc1ccc(Cl)cc1Cl
7. Cc1c(-c2ccccc2)sc(N)c1C(=O)N1CCOCC1
8. COc1ccc(N2C(=O)CSC2c2cccc(F)c2)c(OC)c1 (centres undefined)

entry no.	1	2	3	4	5	6	7	8
STAT3 activator	92	103	88	107	101	104	93	92
STAT3 blocker	17	6	15	-3	5	-10	11	11
TLR4 MyD88 comp	-7	5	13	-17	-16	-12	-13	3
Diaph inh CS	38	9	20	-2	10	6	12	12
STAT1 blocker	1	-3	5	-12	1	-4	10	-5
Hsp70 act	-0.1	1.0	-0.4	-0.4	-0.3	-0.5	0.1	-0.4
Diaph act CS	0.6	0.9	0.8	1	0.9	0.9	0.9	0.9
STAT1 activator	99	102	96	111	98	104	91	105
APP 5UTR inh	12	10	-10	-41	-3	-10	-8	3
G6PDH counter	1	5	-2	-18	10	-9	0	4

9. COC(=O)c1ccccc1NC(=O)C1CC=CCC1C(=O)O (centres undefined)
10. O=c1[nH]nc(Cc2ccc(Cl)cc2Cl)c2ccccc12
11. CN1CCN(C(=O)C2CCC(CNS(=O)(=O)c3cccc4cccnc34)CC2)CC1 (centres undefined)
12. CN(C)CCCNC(=S)NCCNc1nc2cc3c(cc2cc1C#N)OCO3
13. O=C(NC(=S)NCCC1=CCCCC1)c1cncc(Br)c1
14. Cc1ccc(C)c(N(C)S(=O)(=O)c2cccc3nsnc23)c1
15. COC(=O)c1c(NC(=O)COC(=O)Cn2cnc3ccccc32)sc(C)c1C
16. CCCC(C(=O)NC(C)(C)C)N(C(=O)c1snc(C(N)=O)c1N)c1ccc2c(c1)OCCO2 (centres undefined)

entry no.	9	10	11	12	13	14	15	16
STAT3 activator	94	92	105	107	99	98	91	76
STAT3 blocker	10	14	2	0	4	7	12	31
TLR4 MyD88 comp	-4	0	-8	-3	-7	8	-2	0
Diaph inh CS	8	-6	10	2	14	9	12	8
STAT1 blocker	0	4	5	-13	-4	4	-2	2
Hsp70 act	0.1	-0.1	-0.1	-0.2	-0.2	-0.2	-0.2	-0.1
Diaph act CS	0.9	1.1	0.9	1	0.9	0.9	0.9	0.9
STAT1 activator	100	96	96	112	103	97	102	97
APP 5UTR inh	-4	16	3	5	-20	6	-5	-17
G6PDH counter	-18	6	17	2	-2	3	3	0

17. COC(=O)CC1C(=O)NCCN1C(=O)CSc1nc2ccccc2o1 (centres undefined)
18. N#C/C(C(=O)Oc1ccccc1)=C1/Nc2ccccc2-c2ccccc21
19. CSc1ccccc1NC(=O)CSc1nnnn1-c1ccccc1SC
20. COc1ccccc1NS(=O)(=O)c1ccc(N/N=C(\C)C(C)C)c([N+](=O)[O-])c1
21. N#CC1(Cc2ccc([N+](=O)[O-])cc2)c2ccccc2C=CN1C(=O)c1ccccc1 (centres undefined)
22. COc1ccc(-n2c(COc3ccccc3)nnc2SCc2ccc(C#N)cc2)cc1
23. Cc1nc(NC(=O)CN(C)S(=O)(=O)c2ccc(Cl)cc2)sc1C
24. COc1ccc(NC(=O)CNS(=O)(=O)c2cccs2)cc1

entry no.	17	18	19	20	21	22	23	24
STAT3 activator	96	94	106	99	102	103	106	105
STAT3 blocker	12	9	-7	3	-6	1	-6	-2
TLR4 MyD88 comp	2	4	-6	-21	-27	8	-8	0
Diaph inh CS	-5	-12	16	30	22	21	16	12
STAT1 blocker	-4	2	4	7	-10	2	6	-4
Hsp70 act	0.2	-0.2	-0.7	-0.2	-0.2	-0.3	-0.3	-0.4
Diaph act CS	1.1	1.1	0.8	0.7	0.8	0.8	0.8	0.9
STAT1 activator	103	98	97	93	109	98	95	102
APP 5UTR inh	11	-3	-3	1	5	11	-2	-35
G6PDH counter	5	5	0	3	9	-12	1	-7

25. CCCCn1c(C(C)NC(=O)COC)nc2ccccc21 (centres undefined)
26. Cc1ccc(C(=O)Nc2nc(-c3ccc([N+](=O)[O-])cc3)cs2)o1
27. Cc1ccccc1N(CC(=O)NC(C)(C)C)C(=O)CS(=O)CC(=O)Nc1ccc2c(c1)OCO2 (centres undefined)
28. Clc1ccc(C2=CSC3=NCCN23)cc1Cl
29. CC(=O)c1c(C)[nH]c(C(=O)OCC(=O)Nc2ccc([N+](=O)[O-])cc2Cl)c1C
30. CCc1ccccc1NC(=O)Cn1nc(C(F)(F)F)cc1C1CC1
31. COC(=O)c1cc(OC)c(OC)cc1N
32. O=C(CSc1ccccc1)Nc1ccccc1N1CCOCC1

entry no.	25	26	27	28	29	30	31	32
STAT3 activator	97	83	94	125	91	106	110	99
STAT3 blocker	3	23	10	-24	12	-2	-7	4
TLR4 MyD88 comp	7	4	-1	-7	-11	-17	-16	-6
Diaph inh CS	-1	-2	·	11	5	17	17	6
STAT1 blocker	-1	6	3	4	7	7	-3	6
Hsp70 act	-0.4	-0.4	0.1	-0.4	-0.3	-0.5	-0.1	-0.3
Diaph act CS	1	1	·	0.9	0.9	0.8	0.8	0.9
STAT1 activator	101	94	96	96	93	93	101	95
APP 5UTR inh	0	-5	-10	5	13	-8	24	-3
G6PDH counter	7	9	0	-3	-3	6	3	4

33. CCOc1ccc(NC(=O)CSc2ccccc2N)cc1
34. Cc1occc1C(=O)N/N=C/c1ccc(Br)s1
35. O=C(Cc1ccc(-n2c(=O)c3ccccc3n(Cc3cccc([N+](=O)[O-])c3)c2=O)cc1)NCC1CCCO1 (centres undefined)
36. CCOC(=O)Cn1c(=O)c2c(nc3n2CCCCN3c2ccc(C)cc2)n(C)c1=O
37. CC(=O)NCCOc1cccc(OCCNC(C)=O)c1
38. Cc1cc(C)nc(SCC(=O)Nc2nonc2N)n1
39. CC(C)CCNC(=O)c1cc(-c2ccncc2)nc2ccc(S(=O)(=O)N3CCOCC3)cc12
40. C(=N\c1nc2ccccc2[nH]1)/c1cccs1

entry no.	33	34	35	36	37	38	39	40
STAT3 activator	104	96	98	96	99	90	102	94
STAT3 blocker	0	10	4	9	3	17	2	13
TLR4 MyD88 comp	-9	-17	-5	-2	-4	11	-6	-5
Diaph inh CS	-16	6	1	18	1	-13	1	11
STAT1 blocker	-22	-46	-2	-3	-2	-5	-1	-5
Hsp70 act	0.4	-0.1	0.3	-0.1	-0.5	-0.3	-0.5	-0.2
Diaph act CS	1.2	0.9	1	0.8	1	1.1	1	0.9
STAT1 activator	117	139*	102	103	100	102	100	105
APP 5UTR inh	-18	-66	7	6	12	4	-8	11
G6PDH counter	10	16	9	4	0	14	20	3

Filtered by structure, the entries above containing fluorine (three)
3. Cc1nn(Cc2ccc(F)cc2)c(C)c1NC(=O)c1cccnc1Cl
8. COc1ccc(N2C(=O)CSC2c2cccc(F)c2)c(OC)c1 (centres undefined)
30. CCc1ccccc1NC(=O)Cn1nc(C(F)(F)F)cc1C1CC1

entry no.	3	8	30
STAT3 activator	88	92	106
STAT3 blocker	15	11	-2
TLR4 MyD88 comp	13	3	-17
Diaph inh CS	20	12	17
STAT1 blocker	5	-5	7
Hsp70 act	-0.4	-0.4	-0.5
Diaph act CS	0.8	0.9	0.8
STAT1 activator	96	105	93
APP 5UTR inh	-10	3	-8
G6PDH counter	-2	4	6

(more compounds)
41. CC1=NN(C(=O)Cc2ccccc2)C(O)(c2ccccc2)C1 (centres undefined)
42. O=C(Nc1ccc(O)c(-c2nc3ccccc3o2)c1)C1(c2ccccc2)CCCC1
43. O=C(O)c1ccc(/C=N/NC(=O)c2cc(-c3ccc4c5c(cccc35)CC4)n[nH]2)cc1
44. CN(C)c1ccnc2sc3c(NCC(O)CO)ncnc3c12 (centres undefined)
45. CCOc1ccc(C(O)C(CN2CCOCC2)c2ccccc2)cc1 (centres undefined)
46. COc1ccc(S(=O)(=O)N2CCCN(CC(=O)C(C)(C)C)CC2)cc1
47. CCOC(=O)c1cc2c(ccn2-c2ccc(F)cc2)n1CC(=O)N1CCN(C(=O)c2ccco2)CC1
48. CCc1ccc(N(CC(=O)O)S(=O)(=O)c2c(C)noc2C)cc1

entry no.	41	42	43	44	45	46	47	48
STAT3 activator	102	98	101	106	95	103	123	96
STAT3 blocker	0	7	1	-4	10	1	-22	4
TLR4 MyD88 comp	6	0	-5	-3	0	-6	-5	-3
Diaph inh CS	-6	3	68*	5	-4	8	11	12
STAT1 blocker	-5	-2	-10	-9	7	5	1	-5
Hsp70 act	-0.2	-0.1	-0.1	-0.3	-0.2	-0.1	-0.2	0.1
Diaph act CS	1.1	1	0.3	0.9	1	0.9	0.9	0.9
STAT1 activator	103	102	108	108	94	95	99	102
APP 5UTR inh	0	-5	-9	-8	6	-12	0	-15
G6PDH counter	4	4	2	9	8	4	10	-4

Structures listed above that bear a hit mark in Diaph inh CS:
entry | compound | STAT3 activator | TLR4 MyD88 comp | Diaph inh CS | STAT1 blocker | Hsp70 act | STAT1 activator | APP 5UTR inh
43 | O=C(O)c1ccc(/C=N/NC(=O)c2cc(-c3ccc4c5c(cccc35)CC4)n[nH]2)cc1 | 101 | -5 | 68* | -10 | -0.1 | 108 | -9

(cont.)
49. Cc1cc(C)n(-c2nc3c(c(=O)[nH]c(=O)n3C)n2Cc2cccc(Br)c2)n1
50. N#C/C(=C1\CCCN1)c1ccc2ccccc2n1
51. C#CCOCCOCCOCCNc1nc(N2CCOCC2)nc(N2CCN(C(=O)[C@H]([C@@H](C)CC)n3cc([C@@H](N)Cc4ccc(O)cc4)nn3)CC2)n1
52. CCCC(c1nnnn1C1CCCCC1)N1CCN(c2ncccn2)CC1 (centres undefined)
53. COc1cc(NS(=O)(=O)c2ccc(NS(=O)(=O)c3ccccc3)cc2)nc(OC)n1
54. CC1CCN(C(=S)c2cccc(O)c2)CC1

entry no.	49	50	51	52	53	54
STAT3 activator	103	99	·	108	105	97
STAT3 blocker	2	3	·	-4	3	6
TLR4 MyD88 comp	3	0	-8	5	-1	-6
Diaph inh CS	8	-3	12	14	18	9
STAT1 blocker	3	-1	2	-3	1	6
Hsp70 act	0.0	0.0	-0.3	-0.3	-0.2	0.1
Diaph act CS	0.9	1	0.9	0.9	0.8	0.9
STAT1 activator	97	101	99	103	99	93
APP 5UTR inh	10	1	-2	18	-13	-5
G6PDH counter	7	1	8	2	6	11
